TEAD-YAP block: TEAD-YAP interaction inhibition | HEK-TIYL cells, TEAD-Gal4/YAP UAS-luciferase luminescence | inhibition, % at 9.12 µM | hit rate 1.4% among 640,000; in the data active = inhibition above about 32%;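 note: 0% = median of test compound wells and 100% = reference inhibitor wells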
FBW7 act: activators of human E3 ligase FBW7; AlphaScreen FBW7–phospho-cyclin E peptide binding, activator screen; normalized activity (activation), % at 26.1 µM; hit rate 0.13% among 650,000; AID 1259310; in the data active = normalized activity above about 1.9%;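 note: purified mutant Fbw7 with reduced substrate affinity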
GPR151 activ: human GPR151 activation; Q8TDV0; PathHunter beta-arrestin GPR151 cells, luminescence; activation, % at 11.2 µM; hit rate 1% among 650,000; AID 1508602; in the data active = activation above about 4.9%;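 note: 0% = median of compound wells and 100% = cells with positive control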
Target sequence (Q8TDV0 whole entry, looked up): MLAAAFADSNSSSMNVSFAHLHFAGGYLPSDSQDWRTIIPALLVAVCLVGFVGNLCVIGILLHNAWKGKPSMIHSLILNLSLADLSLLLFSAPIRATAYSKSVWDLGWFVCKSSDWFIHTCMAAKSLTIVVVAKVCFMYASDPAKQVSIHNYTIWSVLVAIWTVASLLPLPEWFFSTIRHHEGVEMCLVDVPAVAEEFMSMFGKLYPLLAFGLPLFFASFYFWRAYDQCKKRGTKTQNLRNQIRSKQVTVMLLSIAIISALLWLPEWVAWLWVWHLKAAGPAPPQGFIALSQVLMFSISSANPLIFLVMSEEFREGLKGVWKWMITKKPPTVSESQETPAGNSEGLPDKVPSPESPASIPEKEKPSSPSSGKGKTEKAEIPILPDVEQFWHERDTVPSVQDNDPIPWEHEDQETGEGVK
MITF primary: human MITF inhibition, primary screen; O75030; AlphaScreen MITF homodimerization, bead proximity signal; inhibition, % at 2.6 µM; hit rate 0.91% among 650,000; AID 1259374; in the data active = inhibition above about 50%;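 note: 0% = vehicle wells with protein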
Target sequence (O75030 whole entry, looked up): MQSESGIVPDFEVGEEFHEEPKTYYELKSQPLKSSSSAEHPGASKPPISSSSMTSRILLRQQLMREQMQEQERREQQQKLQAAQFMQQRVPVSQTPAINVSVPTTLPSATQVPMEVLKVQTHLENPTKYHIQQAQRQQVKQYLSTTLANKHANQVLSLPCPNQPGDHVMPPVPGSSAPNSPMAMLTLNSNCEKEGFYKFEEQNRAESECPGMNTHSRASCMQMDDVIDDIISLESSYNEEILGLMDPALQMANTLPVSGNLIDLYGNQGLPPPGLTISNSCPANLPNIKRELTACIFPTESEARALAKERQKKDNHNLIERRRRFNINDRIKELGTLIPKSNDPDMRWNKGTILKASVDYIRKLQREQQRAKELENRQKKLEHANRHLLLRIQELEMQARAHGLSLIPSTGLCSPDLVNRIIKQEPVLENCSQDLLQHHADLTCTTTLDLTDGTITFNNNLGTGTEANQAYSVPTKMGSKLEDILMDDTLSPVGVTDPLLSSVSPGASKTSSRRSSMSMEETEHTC
Active calls of the source: *.

SMILES	TEAD-YAP block	FBW7 act	GPR151 activ	MITF primary
CCOc1ccccc1Nc1cc(C(=O)OC)nc2ccccc12	5	-0.2	0.8	-27
O=C(Nc1ccc(F)cc1)N1CCC(n2nnc3ccccc32)CC1	-11	-0.2	-0.6	-5
CCCCN(C)S(=O)(=O)c1cc(C(=O)Nc2ccccc2OCC)ccc1F	3	0.1	0.0	-3
Cc1ccc(CSc2nc3c([nH]2)c(=O)n(C)c(=O)n3C)cc1	3	0.1	2.6	12
CCOCCOC(=O)C1=C(C)NC(=O)NC1c1ccc(OC)cc1 (configuration not stated)	12	0.5	-0.9	20
C=C/C=C(\C=C(/COC)OC)C1(C(=O)Nc2ccc(Cl)c(Cl)c2)CCOCC1	17	0.7	0.7	9
CCSc1nnc(NC(=O)CSc2nc3c(c(=O)n2-c2ccc(F)cc2)SCC3)s1	-5	0.0	-1.1	-15
CCOC(=O)C1=C(C)N=c2s/c(=C\c3c(F)cccc3Cl)c(=O)n2C1c1ccc(C)cc1 (configuration not stated)	-8	-0.1	-0.5	-12
COc1cc(C(=O)OCC(=O)Nc2ccccc2[N+](=O)[O-])c([N+](=O)[O-])cc1OC	3	-0.2	-0.8	13
CCOC(=O)C(CC)Sc1ccc2nnc(-c3ccncc3)n2n1 (configuration not stated)	-14	0.1	-0.8	-6
N#CCCNCC1(c2ccccc2)CCCC1	0	0.0	0.6	-5
CCN(CC)C(=O)C1CCCN(c2cc(NCCc3ccc(OC)cc3)ncn2)C1 (configuration not stated)	0	0.4	-2.3	21
Cc1cc(N/N=C\c2ccccc2)nc(-c2ccccc2O)n1	15	0.1	0.1	6
N#Cc1ccccc1NC(=O)c1ccc(C(=O)c2ccccc2)cc1	-10	0.3	-2.0	2
N#CCCN(C(=O)c1cncc(Br)c1)c1ccccc1F	7	0.1	0.1	10
O=C(O)c1ccccc1NS(=O)(=O)c1ccc2c(c1)OCCO2	-6	1.1	-2.1	19
Cc1nc(C)c(C(=O)NC(C)c2cnn(-c3ccccn3)c2C)s1 (configuration not stated)	45*	-0.1	3.2	-2
CC(=Nc1ccc([N+](=O)[O-])cc1)N(C)C	0	0.0	1.8	15
O=C(c1cnc2ccccn12)C(F)(F)Sc1ccccc1	-52	-0.2	-1.5	0
CCOC(=O)Cc1[nH]nc2c1C1(C(=O)N(CC)c3ccccc31)C(C#N)=C(N)O2 (configuration not stated)	-1	-1.1	0.2	60*
O=C(C1CCCO1)N1CCC(CO)(Cc2ccc(Cl)cc2)CC1 (configuration not stated)	-9	-0.1	0.7	-7
CCN1CCN(C(=O)CCc2nnc(Cc3cc(OC)ccc3OC)o2)CC1	-1	-0.2	-0.9	-8
COc1ccccc1CCNC(=O)/C(=C/c1cccs1)NC(=O)c1ccc(C)c(C)c1	9	-0.2	2.0	-12
O=C1NC(=NCCc2ccccn2)OC1c1cccc(C(F)(F)F)c1 (configuration not stated)	3	-0.2	1.4	9
c1coc(CNCC2OCc3ccccc3CO2)c1	-3	0.0	-0.7	15
Cc1ccc(-c2ccc(=O)n(CCC(=O)NC3CC3)n2)cc1	-1	-0.1	0.3	2
Cc1ccccc1C(=O)Nc1ccc(C(N)=O)cc1	-39	0.1	-1.6	4
CCCN1CCC(N2CCN(c3ccc(C(C)=O)cc3)CC2)CC1	1	-0.1	0.0	32
CCOc1ccc(C2=NN3C(C2)c2cccc(OC)c2OC3c2ccc(SC)cc2)cc1 (configuration not stated)	-9	-0.2	-0.4	-8
CC(C)(CC(=O)Nc1sc2c(c1C(=O)O)CCCC2)CC(=O)Nc1sc2c(c1C(=O)O)CCCC2	3	0.0	0.5	-12
COc1ccccc1-n1nc(C(=O)Nc2cccc(C)n2)c2ccccc2c1=O	1	-0.1	1.4	4
O=C(NCc1ccccn1)c1cccc2cc[nH]c12	-31	0.0	-1.2	11
CN1CCN(C2CC(=O)N(c3cccc(Br)c3)C2=O)CC1 (configuration not stated)	-6	-0.1	-0.7	-1
COCCNC(=O)CCCn1c(=O)c2ccccc2n(Cc2ccccc2C#N)c1=O	4	0.1	-0.2	11
COC(=O)CC[C@H](NC(=O)c1cc(CCc2ccccc2)no1)C(=O)OC	-71	-0.6	1.2	-1
CN(C)CCCn1cnc2c1c(=O)n(C)c(=O)n2C	-8	0.7	-1.0	11
CCOC(=O)C1=C(C)N=c2s/c(=C\c3ccccc3OCc3ccccc3F)c(=O)n2C1c1c(OC)ccc2ccccc12 (configuration not stated)	3	-0.1	-0.2	4
C=C(C)Cn1c(SCC(=O)OCC)nc2ccccc2c1=O	0	0.1	0.1	2
O=C1C(Cl)=C(Nc2ccc(I)cc2)C(=O)N1C1CCCCC1	-2	-0.2	-0.2	-2
C=CCn1cc(-c2ccc(Cl)cc2)ccc1=O	6	0.1	2.5	5
O=C(Nc1cccc2ccccc12)c1ccccc1Br	-1	0.2	-0.9	8
NC1=NC(c2ccccc2)n2c(nc3ccccc32)N1 (configuration not stated)	2	0.6	2.6	8
O=C(c1c(F)cccc1F)N(c1ccccc1)C1C=CS(=O)(=O)C1 (configuration not stated)	1	0.0	0.1	-9
CCOc1ccc(-n2cc(-c3ccccc3)c3c(SCc4cccc(F)c4)ncnc32)cc1	-8	-0.1	0.6	-8
Cc1ccc(NC(=O)C(CC(C)C)NC(=O)OCc2ccccc2)c(C)c1 (configuration not stated)	3	-0.1	1.3	9
Cc1nc2sc(C(c3ccc(F)cc3)N3CCOCC3)c(O)n2n1 (configuration not stated)	5	0.1	0.2	-10
COCCOC(=O)C1=C(C)NC(=O)NC1c1cccc2ccccc12 (configuration not stated)	2	-0.1	-1.1	-2
CC(NC(=O)c1ccccc1C(=O)O)C12CC3CC(CC(C3)C1)C2 (configuration not stated)	-13	-0.1	0.2	-2
COc1ccc(-c2nc(=S)c3c(n2-c2ccc(Br)cc2)CCCC3)cc1	6	0.2	-1.0	24
O=C(NCC(c1cccs1)N1CCOCC1)c1ccc(Br)o1 (configuration not stated)	20	0.1	-0.7	-3
CCCCOc1ccc(C(=O)N/C(=C/c2ccc([N+](=O)[O-])cc2)C(=O)NCCCO)cc1	17	-0.1	2.0	-9
CCOC(=O)C1=C(C)N=c2s/c(=C\c3ccccc3OCc3ccc(Cl)c(Cl)c3)c(=O)n2C1c1ccc(F)cc1 (configuration not stated)	-3	-0.1	-0.8	-16
Cc1ccc(S(=O)(=O)Nc2ccc(C)c(N)c2)cc1	5	-0.1	-0.4	16
CCOC(=O)c1sc(NC(=O)COc2ccc(F)cc2)c(C(=O)OCC)c1C	-7	0.0	-0.3	-2
CC(C)NC(=O)c1ccccc1NC(=O)CS(=O)(=O)Cc1ccccc1	7	0.1	-1.2	14
CON(C)C(=O)c1ccc(OCc2ccnc(Cl)c2)cc1	7	0.0	-11	5
COc1cccc(C(=O)NCC(=O)NNc2ncnc(N)c2[N+](=O)[O-])c1	2	-0.1	-0.2	10
O=C1C2=C(Nc3ccccc3SC2c2ccc(OCc3ccccc3)cc2)c2ccccc21 (configuration not stated)	-2	0.5	-1.1	-1
COc1ccc(CNC(=O)c2cc3n(n2)C(C(F)(F)F)CC(c2ccc(Cl)c(Cl)c2)N3)cc1 (configuration not stated)	1	0.0	0.7	6
COc1ccc(OCC(=O)Nc2ccc(-c3cc4ccccc4oc3=O)c(C)c2)cc1	15	0.4	-0.8	4

Compounds from the list above that have a cyano group, in the order listed:
SMILES	TEAD-YAP block	FBW7 act	GPR151 activ	MITF primary
N#CCCNCC1(c2ccccc2)CCCC1	0	0.0	0.6	-5
N#Cc1ccccc1NC(=O)c1ccc(C(=O)c2ccccc2)cc1	-10	0.3	-2.0	2
N#CCCN(C(=O)c1cncc(Br)c1)c1ccccc1F	7	0.1	0.1	10
CCOC(=O)Cc1[nH]nc2c1C1(C(=O)N(CC)c3ccccc31)C(C#N)=C(N)O2 (configuration not stated)	-1	-1.1	0.2	60*
COCCNC(=O)CCCn1c(=O)c2ccccc2n(Cc2ccccc2C#N)c1=O	4	0.1	-0.2	11

Other compounds follow:
SMILES	TEAD-YAP block	FBW7 act	GPR151 activ	MITF primary
N#CC1=C(N)Oc2n[nH]c(-c3ccccc3)c2C1c1cccc(OC(=O)c2ccco2)c1 (configuration not stated)	-8	-0.1	-1.4	-6
CN(C)c1cccc(Nc2nccn3c(-c4ccc(C(=O)NC5CC5)cc4)cnc23)c1	4	-0.1	2.0	20
O=C(c1ccccc1F)n1nnc2ccccc21	7	-0.1	0.9	4
COc1ccc(C2C(C(=O)N(C)Cc3ccccc3)c3cc(OC)c(OC)cc3C(=O)N2C)cc1OC (configuration not stated)	5	0.8	-0.1	10
CCOC(=O)c1c(NC(=O)CSc2nnc(CNC(=O)c3cc(OC)cc(OC)c3)n2-c2cccc(C)c2C)sc2c1CCC2	-4	0.3	-0.1	15
CN1c2ncccc2C(=O)NC12CCN(C(=O)c1ccncc1)CC2	9	0.1	1.3	14
CCC(C)NC(=O)c1ccccc1NS(=O)(=O)c1ccc2ccccc2c1 (configuration not stated)	0	0.0	-0.5	8
CCCCOC(=O)c1ccc(OC(=O)c2cccnc2)cc1	-12	0.0	1.3	17
CCCCNC(=O)c1sc2ncnc(N3CCCCC3C)c2c1C (configuration not stated)	-5	0.0	-0.5	-13
CC(=O)CC(=O)NC1CCCCCCC1	2	-0.1	-0.2	-9
FC(F)(F)c1ccc(Cn2cnc3c(NC4CC4)nc(NCc4cccnc4)nc32)cc1	-22	0.6	-0.5	-15
CC(=O)Nc1ccnn1C1CCN(Cc2ccc(C3CCCCO3)s2)CC1 (configuration not stated)	-21	-0.1	-0.1	-12
CCOC(=O)C1CCCN(S(=O)(=O)N(C)C)C1 (configuration not stated)	-9	0.2	-0.5	-7
COc1ccc2c(c1)OC(C)CN(CCC(=O)N1CCC(N3CCSCC3)CC1)C2 (configuration not stated)	-3	-0.3	-0.5	12
O=C1c2ccccc2C(=O)N1c1cc([N+](=O)[O-])ccn1	6	0.9	-2.4	10
Clc1ccc(OCCCn2ccnc2)c(Br)c1	-11	0.1	-0.5	32
NNC(=O)c1ccccc1NC(=O)c1ccco1	-4	0.1	-2.6	5
O=C1CCCc2c1cc(C(=O)N1CCOCC1)c(=O)n2-c1ccc(Cl)cc1	12	-0.1	4.6	4
CCC(C)N1CCN(S(=O)(=O)Cc2ccccc2)CC1 (configuration not stated)	-8	0.1	-0.5	-7
O=C(COC(=O)c1ccccc1F)NC(=O)NC1CCCC1	2	0.1	-0.7	10
Cc1ncn(-c2ccc(Nc3cc(-c4cnn(C)c4)c(Cl)cn3)cc2)n1	-11	0.2	-0.3	-1
COc1ccc(CC2(CCC(=O)NCc3cn4c(n3)SCC4)CCC(=O)N2)c(F)c1 (configuration not stated)	2	0.0	0.1	-8
COc1ccc(NC(=O)COc2ccccc2OC)c(OC)c1	-26	0.1	3.3	10
Cc1ccccc1NS(=O)(=O)c1ccc(Cl)c(C(=O)Nc2cccc(C(=O)O)c2)c1	7	0.2	-1.1	13
CCN(CC)S(=O)(=O)c1ccc(NC(=O)c2nc3nc(C)cc(C)n3n2)cc1	1	-0.1	-1.6	-6
CCOC(=O)c1c(-c2ccccc2)nnn1-c1nc(OC)nc(N2CCOCC2)n1	-9	0.0	-1.4	8
CCOC(=O)C1CCN(c2c(Nc3cc(C)cc(C)c3)c(=O)c2=O)CC1	7	0.0	1.9	2
CCOC(=O)c1sc2nc(SCc3c(F)cccc3F)n(Cc3ccc4c(c3)OCO4)c(=O)c2c1C	-3	-0.1	0.6	12
COC(=O)c1c(OCc2cccs2)cc(=O)n2c1CCN(C(=O)C1CCCO1)CC2 (configuration not stated)	-5	-0.1	1.4	6
O=C(CSc1nc2ccccc2o1)OCc1cc([N+](=O)[O-])cc2c1OCOC2	-4	-0.1	2.5	-9
COc1ccc(Cl)cc1C(=O)N/C(=C\c1cccc([N+](=O)[O-])c1)C(=O)Nc1ccc(F)cc1F	-5	-0.1	0.2	2
O=C(NC1=NCCS1)c1csc2ccccc12	-54	0.1	0.1	12
CC1CCN(Cc2nc3c(c(=O)n(C)c(=O)n3C)n2Cc2cccc(Cl)c2)CC1	0	0.1	0.7	3
